# Screening results: PubChem BioAssay, National Center for Advancing Translational Sciences (NCATS)
# TSHR antag: Antagonists of the Thyroid Stimulating Hormone Receptor: HTS campaign. activity change, negative = inhibition, % at 11.5 µM. TSHR-expressing cells, TSH-stimulated cAMP HTRF, 2 h; stronger effect = lower value. 330,000 tested, 0.2% active. Thyrotropin receptor (Homo sapiens), P16473;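 active means activity change below a set negative limit, meaning inhibition stronger than a set level, cut at about -70% in these data; inconclusive means activity change between two set negative limits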; further: on the % scale 0 is the no-effect control and ±100 the full control effect
#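 Antagonism was scored as loss of TSH-driven cAMP in TSHR cells, stimulated with 4nM TSH (EC80) for 2 hours at 37 deg C and detected by homogeneous HTRF competition immunoassay.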
# Tb PFK inh: qHTS Assay to Find Inhibitors of T. brucei phosphofructokinase. T. brucei PFK, ADP-Glo luminescence. ATP-dependent 6-phosphofructokinase (Trypanosoma brucei brucei), O15648. AID 485367, 2010. Potency, µM (titrated, usually from 57.5 µM), for inactives: top-dose activity, negative = inhibition, actives largely listed as inhibitors. 330,000 tested, 0.17% active;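 further: potency means the concentration at half of the fitted maximal effect; 0% = uninhibited 1x PFK enzyme wells and -100% = no-enzyme wells; nearly all actives have a fitted effect of over 60% in size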
# Target sequence (O15648 whole entry, looked up): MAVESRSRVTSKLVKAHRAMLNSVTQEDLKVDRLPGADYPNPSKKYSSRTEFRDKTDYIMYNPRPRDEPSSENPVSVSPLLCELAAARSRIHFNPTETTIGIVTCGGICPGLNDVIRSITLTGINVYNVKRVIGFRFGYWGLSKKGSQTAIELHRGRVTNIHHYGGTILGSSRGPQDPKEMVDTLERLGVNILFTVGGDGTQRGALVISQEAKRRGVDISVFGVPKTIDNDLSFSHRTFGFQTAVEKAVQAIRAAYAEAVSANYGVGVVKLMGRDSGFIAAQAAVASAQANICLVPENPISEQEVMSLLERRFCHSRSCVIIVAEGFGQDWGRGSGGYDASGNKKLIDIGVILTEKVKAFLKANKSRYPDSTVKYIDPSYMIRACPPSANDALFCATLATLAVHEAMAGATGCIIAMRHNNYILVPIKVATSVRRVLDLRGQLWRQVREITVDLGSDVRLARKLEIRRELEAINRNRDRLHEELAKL
#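 In TEA buffer at pH 8.0 with 5 mM MgCl2, enzyme (1.25 nM) converted F6P (0.5 mM) and ATP (0.1 mM) for 45 min at room temperature. ADP product was read by luciferase luminescence.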
# BCR signal inh: qHTS Assay to Find Inhibitors of Chronic Active B-Cell Receptor Signaling; ABC-DLBCL IkBa-CBG/CBR reporter, luminescence ratio, 4 h; Potency, µM (titrated, usually from 46.1 µM), without a hit: top-dose ratio change, negative = lower green/red ratio, usual class: inhibitors; 340,000 tested, 0.05% active; AID 493014, 2011; active means well fitted inhibition curve with a large enough effect in the signal ratio, with a control signal flat, not every such curve was filed as active; inconclusive means small, poorly fitted or top-dose-only effect, or effect the other way, or a change in a side signal; the % refers to the signal ratio;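 further: potency means the concentration at half of the fitted maximal effect; plate controls were basal doxycycline-induced cells for no effect and cells given 10 µM MG132 for full effect; MG132 reads +100%, hits lower the ratio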
#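 TMD8 ABC-DLBCL cells carrying doxycycline-inducible green luciferase fused to IkappaBalpha plus unfused red luciferase were exposed to compounds (up to 46 uM) for 4 hrs at 37C. Activity came from the overlap-corrected green/red luminescence ratio.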
# S-ASM inh: Inhibitors of Secretory Acid Sphingomyelinase (S-ASM): qHTS; placental ASM, HMU-PC fluorogenic substrate, 60 min; AID 504937, 2011; Potency, µM (top dose mostly 57.5 µM), for the others: at the highest dose activity change, negative = inhibition, actives largely listed as inhibitors; Sphingomyelin phosphodiesterase (Homo sapiens), P17405; 340,000 tested, 0.006% active; further: potency means the concentration at half of the fitted maximal effect
#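 Fluorescence read-out (Ex 386 nm, Em 447 nm) after stopping the reaction at pH 10. Enzyme: ASM from human placenta; substrate HMU-PC0, 9 uM final; 60 min, 37 °C. Compound preincubation 10 min, ambient temperature.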
# AT treatment: qHTS Assay for Identifying a Potential Treatment of Ataxia-Telangiectasia | […] A-T fibroblasts, KAP-1 phosphorylation AlphaLISA; neocarzinostatin DNA damage 30 min before lysis | Potency, µM (doses to about 57.5 µM), for the others: at the top dose activation, most hits filed as activators | 320,000 tested, 0.19% active; further: potency means the concentration at half of the fitted maximal effect; % of control where 0% means no effect; nearly all actives have a fitted effect of over 45% in size
#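 hTERT-immortalized A-T patient fibroblasts ([…]), 500 cells/well in OPTI-MEM, 1% FBS, got compounds for 60 min, then NCS for 30 min at 37C. Lysates were then assayed for phospho-KAP-1 by AlphaLISA (anti-pKAP1 donor, anti-KAP1 acceptor beads), 6 hr at 25C.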
# Mito fusion act: qHTS Assay for Small Molecule Inhibitors of Mitochondrial Division or Activators of Mitochondrial Fusion; S. cerevisiae fusion-defective mutant growth rescue, CellTiterGlo 48 h; Potency, µM (series often up to 46.1 µM), inactives show at the top dose growth rescue (activation), hits mostly activators; 320,000 tested, 0.23% active; AID 485298, 2010;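 further: potency means the concentration at half of the fitted maximal effect; % of control where 0% means no effect; nearly all actives have a fitted effect of over 45% in size; temperature-sensitive fusion mutants such as fzo1-1 at 37 °C on non-fermentable ethanol glycerol medium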
#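 Growth-rescue viability read-out: after 48 h at the non-permissive 37C in glycerol/ethanol YPEG, yeast mitochondrial fusion mutants are measured by CellTiterGlo luminescence; compounds (23 nl pinned per well) restoring growth score as division inhibitors or fusion activators.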
# Eya2 inh: qHTS Assay for Inhibitors of the Phosphatase Activity of Eya2; Protein phosphatase EYA2 (Homo sapiens), O00167; recombinant Eya2, OMFP fluorescence dephosphorylation (OMFP is methylfluorescein phosphate); Potency, µM (series often up to 76.9 µM), inactives show top-dose activity, negative = inhibition, usual class: inhibitors; 330,000 tested, 0.006% active; AID 488837, 2010; further: potency means the concentration at half of the fitted maximal effect; on the % scale 0 is the no-effect control and ±100 the full control effect
# Target sequence (O00167 whole entry, looked up): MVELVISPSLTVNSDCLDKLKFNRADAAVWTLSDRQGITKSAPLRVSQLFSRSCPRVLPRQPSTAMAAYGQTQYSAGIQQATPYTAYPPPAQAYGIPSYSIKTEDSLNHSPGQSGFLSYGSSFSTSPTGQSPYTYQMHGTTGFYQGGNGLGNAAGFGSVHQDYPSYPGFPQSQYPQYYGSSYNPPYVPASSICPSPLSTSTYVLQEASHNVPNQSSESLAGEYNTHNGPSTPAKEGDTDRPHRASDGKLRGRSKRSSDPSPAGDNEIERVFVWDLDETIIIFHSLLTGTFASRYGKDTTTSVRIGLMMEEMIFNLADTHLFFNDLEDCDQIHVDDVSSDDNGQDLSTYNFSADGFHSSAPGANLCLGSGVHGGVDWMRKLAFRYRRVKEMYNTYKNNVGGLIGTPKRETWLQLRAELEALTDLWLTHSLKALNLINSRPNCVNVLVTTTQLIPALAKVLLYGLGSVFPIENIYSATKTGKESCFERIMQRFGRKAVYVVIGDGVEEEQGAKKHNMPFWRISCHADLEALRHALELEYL
#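 Eya2 (0.2 uM) preincubated 10 min at ambient with compound, then OMFP substrate added at 50 uM; 10 min reaction in 50 mM HEPES pH 7.5, 50 mM NaCl, 5 uM MgCl2, 0.05% BSA, 1 mM DTT. Fluorescence read at Ex 485/Em 525 nm.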
# TSG101-PTAP inh: qHTS Assay for Iinhibitors of HIV-1 Budding by Blocking the Interaction of PTAP/TSG101 | Fluorescence polarization, FITC-PTAP peptide / Tsg101 binding | Potency, µM (series often up to 115 µM), for inactives: at the top dose activity change, negative = inhibition, most hits filed as inhibitors | 340,000 tested, under 10 active | AID 493005, 2010; active means well fitted inhibition curve with a large enough effect in the main read-out, with a control signal flat, not every such curve was filed as active; inconclusive means small, poorly fitted or top-dose-only effect, or effect the other way, or a change in a side signal; inactive means no such curve, though single readings can be large or run the other way; further: potency means the concentration at half of the fitted maximal effect; % of control where 0% means no effect
#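 FP read-out: FITC-PTAP peptide, 50 nM final, binding Tsg101 binding domain, 10 uM final; 20 min, r.t.; 10 mM HEPES pH 7.5, 0.15 M NaCl, 0.01% Tween 20, 3 mM EDTA, 0.1 mM TCEP.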
# ELG1 DNA repair: qHTS screen for small molecules that inhibit ELG1-dependent DNA repair in human embryonic kidney (HEK293T) cells expressing luciferase-tagged ELG1; Potency, µM (series often up to 46.1 µM), without a hit: at the highest dose activity change, negative = inhibition, hits mostly inhibitors; HEK293T ELG1-luciferase reporter, luminescence, 16 h; DNA damage induced by 5-fluorouridine; 330,000 tested, 2.3% active; further: potency means the concentration at half of the fitted maximal effect; on the % scale 0 is the no-effect control and ±100 the full control effect; nearly all actives have a fitted effect of over 55% in size
#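 5-Fluorouridine DNA damage + compound/DMSO, 2,000 cells/well, 16 h, 37 °C/5% CO2. ONE-Glo, 30 min RT, luminescence. Readout = decrease in reporter signal.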
# a7 integrin act: qHTS for Activators of Integrin-Mediated Alleviation for Muscular Dystrophy; AID 624291, 2012; Potency, µM (top dose mostly 38.3 µM), without a hit: at the highest dose activation, actives largely listed as activators; alpha7betagal myoblasts, beta-gal FDG fluorescence, 48 h; 350,000 tested, 0.064% active;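 further: potency means the concentration at half of the fitted maximal effect; 100% = response of the positive control SU9516; nearly all actives have a fitted effect of over 60% in size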
#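 Alpha7betagal+/- myoblasts (passage 13) were plated 16-24 hr, then exposed to compounds (1:260 dilution of DMSO stock) for 48 hours at 37C. After MPER lysis, β-galactosidase reporter activity was read as FDG fluorescence (ex 480/em 540) after 30 minutes.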
# TCR act: Activators of T cell receptors: qHTS campaign. primary human leukocytes, anti-CD3, IL-2 HTRF, 48 h. Potency, µM (doses to about 9.22 µM), for the others: at the top dose activation of IL-2 secretion, actives largely listed as activators. 330,000 tested, under 10 active; further: % of control where 0% means no effect
#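 Primary human leukocytes receive a-CD3 beads and test compound and are incubated 48 hr. Secreted IL-2 is then assayed by HTRF, measuring 665nm acceptor emission after 320nm excitation of the europium donor.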
# * = called active by the depositor; ? = inconclusive; . = not tested or not shown; [ ] = another dose, or the depositor's remark. Unless noted, the call rests on the fitted dose curve; in most records, active means well fitted curve in the direction sought with a large enough effect; inconclusive means small, poorly fitted or top-dose-only effect, or another doubt; inactive means no such curve, though single readings can be large; an effect the other way counts as inactive or inconclusive.
No.	compound	AT treatment	BCR signal inh	TSHR antag	TSG101-PTAP inh	Mito fusion act	a7 integrin act	S-ASM inh	Tb PFK inh	TCR act	ELG1 DNA repair	Eya2 inh
1	O=C(CC12CC3CC(CC(C3)C1)C2)N1CCCOC1	-2%	-1%	5	-2%	14%	-15%[7.66 µM]	4%	-3%	0%	1%	3%
2	CCc1cccc(NS(=O)(=O)c2ccc(-n3cccn3)cc2)c1	2%	2%	-11	2%	32%	-20%	-4%	-1%	4%	-3%	-1%
3	CCOc1ccc2[nH]c(=O)c(C(c3nnnn3C3CCCCC3)N3CCN(CC)CC3)cc2c1 (centres undefined)	3%	1%	-10	-5%	-1%	-20%	206%[activator]	-3%	-3%	2%	1%
4	O=C(CN(c1ccc(F)cc1)S(=O)(=O)c1ccc2c(c1)OCCO2)NCc1ccccn1	3%	-28%	8	-3%	3%	18%	-1%	0%	1%	-3%	6%
5	CC(C)(c1ccccc1)c1ccc(OCC(O)CN2CCCC2)cc1 (centres undefined)	2%	-9%	-5	-1%	-12%	-49%[inhibitor]	0%	-1%	3%	-3%	-9%
6	Cc1ccccc1C(=O)NNC(=S)NC(=O)c1cccs1	1%	?	16	2%	-15%	-14%	0%	2%	-1%	-11%	-9%
7	CN(C(=O)Nc1ccc(Cl)cc1)n1cnc2ccccc2c1=O	-7%	?	-6	-1%	-1%	-9%	-1%	0%	-5%	-20%	4%
8	O=C(CCc1nnc2ccc(NCc3ccco3)nn12)N1CCN(c2ccc(F)cc2)CC1	7%	-17%	15	-2%	-5%	-15%	-2%	0%	0%	-16%	8%
9	CCOC(=O)CCc1c(C)c2ccc(OCc3nn[nH]n3)cc2oc1=O	1%	7%	-2	-7%	-2%	15%	14%	0%	.	1%	2%
10	COc1ccc(NC(=S)N2CCNC(=O)C2CC(=O)Nc2ccc(C)cc2)cc1 (centres undefined)	4%	?	0	-1%	-4%	0%	-3%	-7%	1%[46.1 µM]	5%	2%
11	O=C(Nc1ccc(-n2nncc2-c2ccco2)cc1)c1cccc(F)c1	6%	-16%	6	-12%	10%	13%[7.66 µM]	-11%	4%	5%	?	4%
12	Cc1cc(C)cc(C(=O)N2CCCCCC2)c1	.	?	11	0%	3%	-10%	4%	2%	8%	5%	0%
13	O=C(CCS(=O)(=O)c1ccccc1)NNC(=O)CSc1ccccc1F	-16%	0%	.	-1%	.	-25%	-1%	-8%	-111%	1%	5%
14	Cc1cc(-c2ccccc2)nc(Oc2cccc(C(F)(F)F)c2)c1S(C)(=O)=O	-5%	3%	13	-2%	2%	-5%	-27%	2%	6%	?	20%
15	COc1ccccc1C(c1nnnn1CC1CCCO1)N1CCN(c2ccccc2)CC1 (centres undefined)	-2%	7%	-9	-1%	17%	-37%	3%	-10%	5%	-9%	0%
16	O=C(NCC1CCCO1)/C(=C\c1cccs1)NC(=O)c1ccccc1 (centres undefined)	1%	6%	8	-2%	-6%	4%	3%	-2%	-8%	-2%	-10%
17	CCN(CC(=O)Nc1c(F)cccc1F)C(=O)C1CCN(S(=O)(=O)c2ccc(C)cc2C)CC1	14%	16%	.	-7%	15%	-17%	2%	-9%	-1%	-4%	-19%
18	CCCC(NC(=O)c1ccccc1)c1nc2ccccc2n1Cc1ccc(C(=O)OC)o1 (centres undefined)	-1%	1%	0	-1%	2%	17%	-1%	0%	3%	?	-14%
19	Cc1ccc(S(=O)(=O)N2CCC(=O)N(C(COCc3cccc(Cl)c3)Cc3ccccc3)CC2)cc1 (centres undefined)	2%	1%	-6	2%	16%	-6%	7%	0%	0%	?	2%
20	COc1cc(/C(C)=N/NC(=O)CSc2nnc(C)s2)ccc1O	-8%	-7%	-5	-1%	-11%	-17%	-2%	3%	-5%	?	-4%

# Record cards, as listed above. Values in the order: AT treatment, BCR signal inh, TSHR antag, TSG101-PTAP inh, Mito fusion act, a7 integrin act, S-ASM inh, Tb PFK inh, TCR act, ELG1 DNA repair, Eya2 inh
# COc1cc(/C(C)=N/NC(=O)CSc2nnc(C)s2)ccc1O is entered as -8%, -7%, -5, -1%, -11%, -17%, -2%, 3%, -5%, ?, -4%
# O=C(NCC1CCCO1)/C(=C\c1cccs1)NC(=O)c1ccccc1 (centres undefined) is entered as 1%, 6%, 8, -2%, -6%, 4%, 3%, -2%, -8%, -2%, -10%
# O=C(Nc1ccc(-n2nncc2-c2ccco2)cc1)c1cccc(F)c1 is entered as 6%, -16%, 6, -12%, 10%, 13%[7.66 µM], -11%, 4%, 5%, ?, 4%
# CCN(CC(=O)Nc1c(F)cccc1F)C(=O)C1CCN(S(=O)(=O)c2ccc(C)cc2C)CC1 is entered as 14%, 16%, ., -7%, 15%, -17%, 2%, -9%, -1%, -4%, -19%

# The results go on.
No.	compound	AT treatment	BCR signal inh	TSHR antag	TSG101-PTAP inh	Mito fusion act	a7 integrin act	S-ASM inh	Tb PFK inh	TCR act	ELG1 DNA repair	Eya2 inh
21	O=C(O)Cn1c(-c2ccccn2)nc2ccccc21	2%	-1%	10	1%	-3%	-20%	8%	1%	8%	?	-4%
22	COc1ccc(S(=O)(=O)N2CCC3(CC2)OCCN3S(=O)(=O)c2cccs2)cc1	5%	-7%	1	-2%	0%	-3%	29%	0%	-6%	-19%	-16%
23	CCCCC#Cc1cncc(C(=O)N/N=C/c2cccc(OC)c2)c1	-3%	?	-12	-3%	17%	6%	-11%	1%	-4%	?	7%
24	COc1cccc(CN2CCN(C(=O)c3ccc(-c4ccccc4)cc3)CC2)c1	7%	-2%	-6	-1%	15%	0%	-1%	-5%	2%[46.1 µM]	?	-5%
25	Cc1ccc(C(=O)/C=C2\NCCNC2=O)cc1	1%	?	4	0%	9%	-13%	-5%	0%	1%[46.1 µM]	?	3%
26	O=C(Nc1cccc(Cl)c1N1CCCC1)c1ccco1	-2%	?	18	-1%	-2%	-26%	-1%	-19%	4%	?	-13%
27	CC12CCC(C(=O)Nc3nc4ccccc4s3)(OC1=O)C2(C)C (centres undefined)	-3%	2%	-4	1%	3%	1%	-3%	0%	-4%	?	-4%
28	CN(CC(=O)NCCC1=CCCCC1)S(=O)(=O)c1ccc2c(c1)CCC(=O)N2	10%	?	-1	-1%	-2%	13%	-2%	-9%	-3%	4%	9%
29	COc1ccc(S(=O)(=O)NN(C)C)cc1N(C)S(=O)(=O)c1ccc(Cl)cc1	2%	-14%	5	-1%	-4%	5%	-3%	1%	-2%[46.1 µM]	10%	4%
30	NNC(=O)c1ccccc1-n1cccc1	2%	0%	3	-4%	9%	10%	5%	-2%	-3%	-1%	-11%
31	O=C(CCC(=O)c1ccc(Cl)cc1)OCC(=O)c1ccccc1	-8%	10%	16	0%	-1%	17%	-1%	0%	5%	5%	8%
32	CCn1c(SCC(=O)OC)nc2sc3c(c2c1=O)CC(C)(C)OC3	-8%	-5%	-14	-7%	0%	4%	2%	4%	2%	?	-1%

# Hits appear at their usual frequency. Share with any hit: about 3.2%.
